SENP1 inh: SENP1 (human) catalytic domain inhibition | Q9P0U3 | recombinant SENP1 catalytic domain, CyPet-SUMO1-YPet FRET cleavage | inhibition, % at 10 µM | actives 0.21% (n = 360,000) | AID 624204;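 active means inhibition at least 30% at 10 µM, raw YFP signal under a set limit, fluorescence ratio 0.5 to 1.5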;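 further: 0% = enzyme with DMSO and 100% = no enzyme wells; some results filed as inactive read as strong as hits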
Target sequence (Q9P0U3 419-644 limits assumed): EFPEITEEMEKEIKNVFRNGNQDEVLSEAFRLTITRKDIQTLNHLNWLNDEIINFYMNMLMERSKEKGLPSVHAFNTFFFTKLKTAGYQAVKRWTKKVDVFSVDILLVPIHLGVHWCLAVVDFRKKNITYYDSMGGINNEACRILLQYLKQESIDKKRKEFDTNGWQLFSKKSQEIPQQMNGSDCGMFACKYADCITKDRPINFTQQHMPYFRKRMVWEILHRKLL
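Assay system – human recombinant His6-tagged SENP1 catalytic domain enzyme · Input – SENP1 enzyme, 20 pM final · Buffer or medium – Tris pH 8 buffer plus EDTA, NaCl, BME, BSA, NP40, catalase · Schedule – 50 min reaction at room temperature · Technique – FRET read of cyan and yellow fluorescence · Control set – no-enzyme wells low, DMSO-plus-enzyme wells high control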
Apaf1 inhib: human Apaf-1 inhibition. reconstituted apoptosome caspase-3 activity, DEVD-Rh110 fluorescence. AID 489030. O14727. inhibition, % at 20 µM. actives 0.71% (n = 330,000); active means inhibition of at least 40% at 20 µM;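 further: plate controls were DMSO wells for no effect and DEVD-CHO caspase inhibitor wells for full effect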
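Medium: Hepes buffer, pH 7.5 / System: biochemical Apaf-1 apoptosome reconstitution / Measured by: Rh110 fluorescence, excitation 480 nm, emission 540 nm / Times: compound with Apaf-1, dATP, procaspase-3 30 min, then 50 min reaction, room temperature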
HKDC1 inhibitor: HKDC1 (human) hexokinase inhibition | recombinant HKDC1, G6PDH/diaphorase resazurin coupled fluorescence | actives 0.16% (n = 340,000) | AID 493160 | Q2TB90 | inhibition, % at 20 µM;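 active means inhibition above about 35% when tested at 20 µM, limit read from the data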;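 further: plate controls were DMSO wells with enzyme for no effect and DMSO wells lacking enzyme for full effect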
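Incubation: 90 min at room temperature in dark / Material: recombinant HKDC1 (HK5) hexokinase enzyme, produced in-house / Quantity: enzyme 5 µg/mL final / Compound: one dose of 20 µM, 1% DMSO / Reagent: glucose and ATP substrates / Buffer or medium: Tris pH 8.0 buffer with MgCl2, Tween-20, BSA, BME / Technique: resorufin fluorescence at 613 nm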
SENP8 block-1: inhibitors of human SENP8 protease. Q96LD8. recombinant SENP8, Nedd8 substrate fluorescence. inhibition, % at 20 µM. actives 0.64% (n = 360,000). AID 602440; in the data active means inhibition mostly above about 40%, no sharp cut-off; inactive means mostly below about 27%
Target sequence (Q96LD8 whole entry, looked up): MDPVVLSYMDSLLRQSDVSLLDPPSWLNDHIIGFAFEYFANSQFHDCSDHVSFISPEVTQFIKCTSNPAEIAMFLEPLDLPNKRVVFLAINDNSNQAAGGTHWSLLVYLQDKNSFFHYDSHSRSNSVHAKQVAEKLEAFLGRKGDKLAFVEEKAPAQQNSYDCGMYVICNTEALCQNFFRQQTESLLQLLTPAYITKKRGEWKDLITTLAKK
SENP6 inh: SENP6 protease inhibition; inhibition, % at 10 µM; AID 2599; Recombinant SENP6 catalytic domain, aminoluciferin luminescence; actives 1.8% (n = 330,000);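 active means inhibition above about 50% at the single tested dose, limit read from the data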;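 further: plate controls were DMSO wells with enzyme for no effect and DMSO wells lacking enzyme for full effect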
SENP7 inh: blocks the human protease SENP7; Q9BQF6; recombinant SENP7, Z-RLRGG-aminoluciferin luminescence, 40 min; inhibition, % at 5 µM; actives 1.5% (n = 330,000);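 active means inhibition above about 50% at the single test dose, limit read from the data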;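 further: plate controls were DMSO with enzyme for no effect and no enzyme buffer wells for full effect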
Target sequence (Q9BQF6 706-1050 limits assumed): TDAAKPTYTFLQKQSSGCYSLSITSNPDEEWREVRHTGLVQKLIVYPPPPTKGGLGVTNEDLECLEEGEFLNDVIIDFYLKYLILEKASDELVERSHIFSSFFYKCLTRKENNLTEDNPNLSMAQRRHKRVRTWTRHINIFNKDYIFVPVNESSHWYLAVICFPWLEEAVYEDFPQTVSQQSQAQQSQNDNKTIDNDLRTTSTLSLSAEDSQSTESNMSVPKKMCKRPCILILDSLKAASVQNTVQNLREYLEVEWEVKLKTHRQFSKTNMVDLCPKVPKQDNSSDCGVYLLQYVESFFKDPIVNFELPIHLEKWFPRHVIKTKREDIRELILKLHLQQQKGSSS
PfG6PD inh: PfG6PD (Plasmodium falciparum) enzyme inhibition; PfGluPho enzyme, NADPH resazurin-diaphorase fluorescence; inhibition, % at 20 µM; actives 0.78% (n = 350,000); AID 504690;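 active means inhibition reaching at least a set limit at 20 µM in the primary screen, cut at about 59% in these data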;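 further: 0% = DMSO wells with substrate and 100% = DMSO wells lacking glucose-6-phosphate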
SENP8 block-2: SENP8 protease inhibition | actives 1.2% (n = 330,000) | inhibition, % at 10 µM | purified SENP8, Z-RLRGG-aminoluciferin cleavage, luminescence | AID 2540 | Q96LD8; in the data active means inhibition above about 50%
The depositor's hits bear a star; . = not tested or not shown.

Structure	SENP1 inh	Apaf1 inhib	HKDC1 inhibitor	SENP8 block-1	SENP6 inh	SENP7 inh	PfG6PD inh	SENP8 block-2
COc1ccc(C(C)(C)C)cc1NC(=S)NCCN1CCOCC1	1	2	15	10	-6	5	26	-7
COCCCNC(=O)c1c[nH]c2ccc(S(=O)(=O)N3CCc4ccccc43)cc2c1=O	-1	-5	14	2	-3	11	-25	0
O=C(NCc1ccccc1F)c1ccc(S(=O)(=O)N2CCCCCC2)cc1	1	22	-1	5	-17	-8	6	-20
COc1ccc(Cl)cc1Nc1nc(C)nc2c1oc1ccccc12	-12	12	3	-276	-4	-1	1	-2
Cc1cc(NC(=O)c2noc3c2CCCC3)no1	1	-19	2	20	13	1	-7	-4
CCCCCc1ccc(CC(=O)O)cc1	1	-16	-5	11	2	-2	-19	-8
Nc1nc(-c2cccnc2)nn1C(=O)c1ccccc1Cl	0	.	3	12	.	.	-16	.
CCOc1ccccc1NC1=C(OC)C(=O)C(Nc2ccccc2OCC)=C(OC)C1=O	2	.	4	36	.	.	2	.
Cc1cccc(C(=O)OC(C)C(=O)N2CCc3ccccc3C2)c1C (stereo not drawn)	2	7	5	-2	3	3	3	1
COc1cccc(SCc2noc(C(=O)NCCC(C)C)c2C(=O)NCCC(C)C)c1	-1	20	-4	11	-14	-3	21	-3
COc1ccc2nc(CCN(C)C(=O)C3CCC(=O)N(Cc4cccc(F)c4)C3)[nH]c2c1 (stereo not drawn)	4	-3	2	3	-8	7	5	-1
CN1C(=O)c2ccc(NC(=O)c3cccc(N4C(=O)CCC4=O)c3)cc2C1=O	-2	7	8	-396	-16	6	-21	-3
CCOc1ccc(NC(=O)C(C)Oc2ccccc2C(=O)Nc2cccc(Cl)c2Cl)cc1 (stereo not drawn)	-2	22	2	5	-21	-8	14	-7
C/C(=N\N1CCN(C2c3ccccc3-c3ccccc32)CC1)c1ccncc1	1	27	0	27	-10	0	0	-7
CCCCn1c(SCC(=O)Nc2nccs2)nc2ccccc2c1=O	-11	-5	-6	24	-18	-3	-9	-15
CCC1CN(C(=O)N2CCC(C(=O)NCc3ccccc3C)CC2)c2ccccc2O1 (stereo not drawn)	1	5	-3	9	17	-2	-23	5
Cc1ccc(NC(=O)C2CCN(S(=O)(=O)c3c(C)noc3/C=C/N(C)C)CC2)cc1	1	3	-5	28	13	6	9	-7
COc1ccc(NC(=O)c2ccc(NC(=O)CN3CCN(c4ccc(O)cc4)CC3)cc2)cc1	1	.	9	16	.	.	75*	.
O=C(Cc1cccc2ccccc12)NCC1CCCO1 (stereo not drawn)	-2	-7	-1	32	0	0	0	-4
O=c1ccc(-c2ccc(S(=O)(=O)NCC3CCN(Cc4ccccc4F)CC3)s2)n[nH]1	1	7	0	-52	0	3	3	0
O=C(CC1SC(N2CCCCC2)=NC1=O)Nc1ccc(C(=O)NCCc2ccc(F)cc2)cc1 (stereo not drawn)	1	15	0	0	-15	-8	0	-14
O=S(=O)(c1ccccc1)N1N=C(c2ccc(O)cc2)CC1c1ccco1 (stereo not drawn)	-2	4	2	3	0	9	-1	-5
Fc1ccc(-c2cc(C(F)(F)F)nc(N3CCCCC3)n2)cc1	-4	7	5	-173	-15	-5	-8	-1
COc1ccc(NC(=O)N2CCc3ccccc3C2)c(OC)c1	1	3	-1	12	-10	2	4	3
Cc1cc(C)n(C(=O)CCCn2cc([N+](=O)[O-])cn2)n1	1	-6	-4	-22	15	-2	1	4
c1cnc(-c2nnc3n2CCCCC3)cn1	2	-11	11	2	-34	-5	-13	1
Oc1[nH]c2ccc(Br)cc2c1N=Nc1ccc(F)cc1	13	7	1	23	-3	7	4	3
COc1ccc(CC(=O)NNc2ncnc3c2cnn3Cc2ccccc2)cc1OC	2	-8	-5	22	-6	-6	39	-3
O=C(CSc1nnc(-c2ccccc2)c(-c2ccccc2)n1)Nc1ccc(Br)cn1	0	.	-2	20	.	.	-11	.
N#CCCN(CCC#N)S(=O)(=O)c1ccc(C(=O)Nc2nnc(C3=COCCO3)o2)cc1	4	3	-9	7	-12	-8	-5	-6
CN(Cc1ccccc1)CC(O)COc1ccc(CNCCc2ccncc2)cc1 (stereo not drawn)	-2	-13	-4	21	3	5	5	-6
CC1(C2CC2)NC(=O)N(CC(=O)N2CCN(c3ccccc3)CC2)C1=O (stereo not drawn)	0	2	-7	10	-11	1	-15	5
CN(C)S(=O)(=O)c1ccc(Cl)c(C(=O)NC2=NCCS2)c1	4	-1	-4	8	-7	3	-7	-2
Cc1cnc(CN(C)Cc2c(C(=O)N3CCCCCCC3)nc3ccc(Cl)cn23)[nH]1	-3	7	-4	-26	-2	-2	8	0
N#C/C(=C(/O)c1ccccc1F)c1nc2cc(C(F)(F)F)ccc2s1	-30	-5	1	6	-6	6	-12	-2
O=C(CN1CCOCC1)Nc1nc2ccc([N+](=O)[O-])cc2s1	-8	-1	0	22	-16	-7	-14	-12
CCn1c(=S)[nH]c2c(c1=O)C(C)(C)Cc1ccccc1-2	0	.	-6	7	.	.	-10	.
O=C(O)c1cccnc1SCC(=O)N1CCCc2ccccc21	-1	-18	2	6	-8	1	19	-3
CC(C)(C)c1ccccc1NC(=O)c1ccc2c(c1)SC1=NS(=O)(=O)CCN12	-2	-21	-2	3	-8	-1	17	0
Cc1ccc(-n2cc(CN3CCC(CO)(Cc4ccccc4)CC3)cn2)cc1	.	2	.	.	-5	-9	.	-4

Complete entries from above.
`N#C/C(=C(/O)c1ccccc1F)c1nc2cc(C(F)(F)F)ccc2s1` as listed: SENP1 inh = -30; Apaf1 inhib = -5; HKDC1 inhibitor = 1; SENP8 block-1 = 6; SENP6 inh = -6; SENP7 inh = 6; PfG6PD inh = -12; SENP8 block-2 = -2
`Cc1cnc(CN(C)Cc2c(C(=O)N3CCCCCCC3)nc3ccc(Cl)cn23)[nH]1` as listed: SENP1 inh = -3; Apaf1 inhib = 7; HKDC1 inhibitor = -4; SENP8 block-1 = -26; SENP6 inh = -2; SENP7 inh = -2; PfG6PD inh = 8; SENP8 block-2 = 0

(more compounds)
Structure	SENP1 inh	Apaf1 inhib	HKDC1 inhibitor	SENP8 block-1	SENP6 inh	SENP7 inh	PfG6PD inh	SENP8 block-2
Cc1c(NC(=O)c2ccc(NS(=O)(=O)c3ccc(F)c(F)c3)cc2)c(=O)n(-c2ccccc2)n1C	0	-6	5	8	-13	-1	-12	6
COc1ccccc1NC(=O)CSCC(N)=O	1	-9	-10	11	-20	3	-4	4
CC(C)CN(C(=O)CCC1CCCCC1)c1c(N)n(CC(C)C)c(=O)[nH]c1=O	-2	-3	-6	-9	-13	-1	0	-7
Cc1cccc(C2=NN(c3ccccc3)[C@@H](C(=O)N3CCOC3=O)[C@@H]2c2ccc(F)cc2)c1	-64	13	13	-416	.	2	14	.
CCC(C)c1ccc(S(=O)(=O)N2CCN(CC(O)COCC3CCCO3)CC2)cc1 (stereo not drawn)	1	5	7	6	-7	-12	-11	1
COc1ccc(N2C(=O)CN(Cc3cc(OC)c(OC)c(OC)c3)C2=S)cc1	2	18	-5	18	5	9	-10	5
Clc1cccc(Cl)c1Cn1cnc(=NCc2ccco2)c2[nH]cnc21	0	-1	-9	12	-4	-4	-7	7
COc1ccc(N2C(=O)C3CCCN3C2c2ccc(C)cc2)cc1 (stereo not drawn)	1	-7	-2	9	-4	3	-14	-3
Cc1ccc(C(=O)C(C)OC(=O)CN2C(=O)NC3(CCCC3)C2=O)cc1C (stereo not drawn)	1	-5	-4	4	7	4	8	4
O=C1CCCC/C1=C/Nc1ccc(S(=O)(=O)Nc2ncccn2)cc1	-1	1	-6	6	-16	-3	-16	-12
O=C(NCCN1CCOCC1)c1cc([N+](=O)[O-])ccc1Cl	-3	8	-7	16	-8	0	-9	-11
Cc1ccc(N2CCN(/N=C/C3=C(N4CCOCC4)C(=C\c4ccccc4)/CC3)CC2)cc1	.	-6	-2	.	2	11	11	8
Cc1noc(NS(=O)(=O)c2ccc(N/C=C/C(=O)c3ccc4c(c3)OCO4)cc2)c1C	-23	10	-1	-26	-4	7	-10	-14
Cc1ccc(-c2nnc(Nc3ccc(C(N)=O)cc3)c3ccccc23)cc1S(=O)(=O)NCC1CCCO1 (stereo not drawn)	-4	26	8	-422	-12	-5	21	-10
CC(OC(=O)c1cccnc1)C(=O)Nc1ccc2c(c1)OCO2 (stereo not drawn)	1	-14	-8	0	6	2	-9	3
CCN1CCN(C(=O)c2cc3c(s2)-c2c(C)cccc2OC3)CC1	-11	1	-7	-453	7	8	25	6
Cc1c(CCC(=O)N[C@@H](CCCNC(N)=O)C(=O)O)c(=O)oc2cc3oc4c(c3cc12)CCCC4	-10	3	2	-263	4	-11	0	-9
CCOc1ccc(S(=O)(=O)N/N=C(\C)c2ccc3c(c2)OCO3)cc1	2	15	0	1	-9	19	4	-17
Cc1ccc2nc(-c3ccccc3)cc(C(=O)NCC(c3ccco3)N(C)C)c2c1 (stereo not drawn)	-5	16	1	-173	-10	0	15	-1
COc1cccc(NC(=O)CSc2nncn2N)c1	3	-5	-9	12	1	1	4	-4
Cc1cc(C)n(CC(O)CN(c2ccccc2)S(=O)(=O)c2ccccc2)n1 (stereo not drawn)	-2	7	3	32	3	-4	-18	-2
COc1ccc(NC(=O)CCc2nnc3ccc(NCc4ccc5c(c4)OCO5)nn23)cc1	-9	17	1	-4	-6	-2	14	2
CCOC(=O)N1CCN(c2cc(N3CCN(CC)CC3)c(F)cc2[N+](=O)[O-])CC1C (stereo not drawn)	3	1	-11	24	1	11	20	1
Cc1ccc(/C=C/C(=O)Nc2ccc(O)c3c(=O)cc(-c4ccccc4Cl)oc23)cc1	0	11	2	15	-16	-11	1	-18
O=C(NCCOc1nc(N2CCCCC2)nc(N2CCOCC2)n1)Nc1ccccc1	1	6	11	11	-1	5	-16	-1
CCCOc1ccc(C(=O)CCC(=O)OCC(=O)Nc2cccc(S(N)(=O)=O)c2)cc1	1	17	-3	8	4	-3	-2	2
O=C(CSc1nnc2ccccn12)Nc1ccc2c(c1)OCO2	2	-4	-10	9	7	-2	4	-1
O=C(N/N=C/c1cc(Br)ccc1O)C(=O)Nc1ccccc1OC(F)(F)C(F)F	56	.	-7	13	.	.	-38	.
CCc1cc(C(=O)OC)c(N2C(=O)C3C4C=CC(C4)C3C2=O)s1 (stereo not drawn)	2	-7	-7	15	-17	8	8	-4
COc1cc(NC(=O)COC(=O)[C@@H]2CCCN2S(=O)(=O)c2ccc(Cl)cc2)cc(OC)c1OC	1	6	-2	25	-15	1	8	7
O=C(CN1C(=O)C2CCCCN2C(=O)c2ccccc21)Nc1ccc(F)cc1 (stereo not drawn)	-2	-2	3	-11	-29	2	3	4
O=Cc1cn(CC(=O)NCC2CCCO2)c2ccccc12 (stereo not drawn)	-1	-2	-2	11	3	-2	-10	3
CC1=NN(c2cccc(Cl)c2)C(=O)C12CC(C)=C(C)CS2 (stereo not drawn)	-1	11	6	-4	-4	-8	10	-1
